Compound activity deposited in PubChem by National Center for Advancing Translational Sciences (NCATS).
EPAC1 antagonist = antagonists of human EPAC1; EPAC1 GEF assay, Rap1b-BODIPY-GDP exchange fluorescence; 0.14% of 360,000 active; Potency, µM (highest dose often 115 µM), for the others: at the top dose activity change, negative = inhibition, most hits filed as inhibitors; O95398;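 note: potency is the fitted concentration of half-maximal effect; plate controls were vehicle for no effect and positive control for full effect; nearly all actives have a fitted effect of over 50% in size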
CCT modulator = cytosolic chaperonin activity modulation; purified chaperonin ATPase assay, HTRF ADP detection, 30 min; activity change, % (test concentration not listed), hits read low; 0.3% of 360,000 active; AID 651819; in the data active = activity change below about -30%; note: % is set by controls: 0 for no effect and ±100 for the full control effect
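First, chaperonin was dispensed at 40 nM or 20 nM final depending on batch activity. Next, compounds were pinned at 76 uM and ATP added at 10 uM. After 30 min at 37 °C, ADP detection reagents ran 30 min at ambient temperature.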
EPAC2 agonist = agonists of human EPAC2 (RAPGEF4); 0.079% of 360,000 active; EPAC2 activation, biochemical qHTS; response scale: 100% = 6.5 mM cAMP response; Potency, µM (titrated, usually from 154 µM), without a hit: top-dose activation, hits mostly activators; Q8WZA2; note: potency is the fitted concentration of half-maximal effect; nearly all actives have a fitted effect of over 50% in size
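Readout is BODIPY fluorescence (480 nm excitation, 540 nm emission), which falls as labeled GDP is exchanged off Rap1B. EPAC2 at 100 nM acted on 250 nM RAP1B-BODIPY-GDP with 50 uM GDP present.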
EPAC1 ag = EPAC1 (human) agonism; O95398; EPAC1 agonist qHTS, biochemical assay; response scale: 100% = response to 6.5 mM cAMP; Potency, µM (series often up to 154 µM), for inactives: at the highest dose activation, usual class: activators; 0.073% of 360,000 active; AID 720707; note: potency is the fitted concentration of half-maximal effect; nearly all actives have a fitted effect of over 60% in size
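Multi-concentration qHTS readout: loss of Rap1B-bound BODIPY-GDP fluorescence driven by 100 nM EPAC1 with excess GDP (50 uM), monitored kinetically at room temperature; agonist response expressed relative to 6.5 mM cAMP.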
PI5P4Ka inh = PI5P4K alpha (human) kinase inhibition | 1.2% of 330,000 active | PI5P4Kalpha enzyme, ADP-Glo luminescence, 60 min; active compounds read low | P48426 | max response, %; active = max response of -50% or lower; inconclusive = between -30% and -50%; inactive = -30% or higher; note: value at the top dose of about 77 µM; % is set by controls: 0 for no effect and ±100 for the full control effect
Target sequence (P48426 whole entry, looked up): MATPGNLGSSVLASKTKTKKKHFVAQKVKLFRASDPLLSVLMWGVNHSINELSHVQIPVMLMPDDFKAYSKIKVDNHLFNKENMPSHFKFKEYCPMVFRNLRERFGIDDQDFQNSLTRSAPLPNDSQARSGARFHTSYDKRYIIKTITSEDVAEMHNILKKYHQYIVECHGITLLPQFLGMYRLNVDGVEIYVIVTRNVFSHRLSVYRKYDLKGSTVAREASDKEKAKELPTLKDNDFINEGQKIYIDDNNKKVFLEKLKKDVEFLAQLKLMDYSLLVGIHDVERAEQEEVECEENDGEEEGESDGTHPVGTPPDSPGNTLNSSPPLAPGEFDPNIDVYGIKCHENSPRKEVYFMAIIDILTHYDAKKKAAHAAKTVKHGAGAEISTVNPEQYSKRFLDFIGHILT
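Controls without substrate or without enzyme flank wells where PI5P4Kalpha converts substrate using 5 microM ATP (final). Incubation lasts 60 minutes at room temperature; ADP formed is read by ADP-Glo luminescence.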
WRN inhibitor = WRN helicase (human) inhibition; Potency, µM (titrated, usually from 114 µM), inactives show top-dose activity change, negative = inhibition, actives largely listed as inhibitors; AID 651768; 0.46% of 360,000 active; WRN helicase unwinding, fluorescent forked duplex, kinetic; Q14191; note: potency is the fitted concentration of half-maximal effect; % is set by controls: 0 for no effect and ±100 for the full control effect; nearly all actives have a fitted effect of over 55% in size
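Kinetic red-fluorescence monitoring (525/598 nm) tracks WRN helicase activity after 100 nM fluorophore-quencher forked duplex and 2 mM ATP are added to 20 nM enzyme pretreated 15 min at room temperature with compound.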
PLK1 PBD block = blocks phosphopeptide binding to human PLK1 polo-box domain; 2.8% of 360,000 active; P53350; Potency, µM, without a hit: max response, negative = inhibition, hits mostly inhibitors; AID 720504; Plk1 PBD binding of FITC phosphopeptide, fluorescence polarization; note: potency is the fitted concentration of half-maximal effect; series mostly up to about 57 µM; % is set by controls: 0 for no effect and ±100 for the full control effect; nearly all actives have a fitted effect of over 65% in size
Target sequence (P53350 whole entry, looked up, the tested form may be a part): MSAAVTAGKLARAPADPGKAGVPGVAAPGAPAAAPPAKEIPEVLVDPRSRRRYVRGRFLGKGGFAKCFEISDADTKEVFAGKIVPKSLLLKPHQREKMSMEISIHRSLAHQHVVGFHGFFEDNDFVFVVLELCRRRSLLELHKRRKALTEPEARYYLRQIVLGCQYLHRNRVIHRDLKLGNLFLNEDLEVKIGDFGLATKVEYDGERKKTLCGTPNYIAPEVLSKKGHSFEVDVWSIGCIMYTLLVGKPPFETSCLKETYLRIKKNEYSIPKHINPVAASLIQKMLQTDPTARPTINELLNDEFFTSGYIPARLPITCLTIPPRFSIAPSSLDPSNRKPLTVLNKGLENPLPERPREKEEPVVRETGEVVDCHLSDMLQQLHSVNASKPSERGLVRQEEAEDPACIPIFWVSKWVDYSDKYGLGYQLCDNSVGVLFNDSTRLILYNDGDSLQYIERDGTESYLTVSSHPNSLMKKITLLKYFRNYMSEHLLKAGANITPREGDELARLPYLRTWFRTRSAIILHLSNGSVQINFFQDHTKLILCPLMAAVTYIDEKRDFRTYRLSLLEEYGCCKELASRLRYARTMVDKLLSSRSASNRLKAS
IL2 activator = activators of IL-2 | activation, % (series mostly up to about 46 µM) | IL-2 activation reporter assay, cell-based qHTS; stimulated with anti-CD3/CD4/CD28 beads; in transgenic mouse T cells | 0.065% of 360,000 active; in the data active = activation above about 50%; inconclusive = mostly about 30% to 49%; note: 0% is about no effect
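Unstimulated transgenic mouse T cells; 60-min compound exposure; bead-based TCR/CD4/CD28 stimulation; 18 h culture, 37 degrees C; dual fluorescence (EGFP, DsRed) plate cytometry.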
* marks the source's active call; other numbers are inactive results; ? = inconclusive; . = not tested or not shown; [ ] = dose if it differs, or a comment. Unless noted, calls come from the whole dose curve; as a rule, active = well fitted curve in the direction sought with a large enough effect; inconclusive = small, poorly fitted or top-dose-only effect, or another doubt; inactive = no such curve, though single readings can be large; an effect the other way counts as inactive or inconclusive. Not all compounds are listed, so the mix of outcomes need not match the whole.

SMILES	EPAC1 antagonist	CCT modulator	EPAC2 agonist	EPAC1 ag	PI5P4Ka inh	WRN inhibitor	PLK1 PBD block	IL2 activator
CCCc1cc(=O)[nH]c(SCC(=O)Nc2nc(-c3ccccc3)cs2)n1	1%	-1.8	-5%	-8%	-4	-2%[57.1 µM]	?	0.9
O=C(NCCCn1ccnc1)c1[nH]c(C(F)(F)F)nc1-c1ccccc1	-9%	0.0	9%	6%	0	-8%	0%	0.3
O=C(NCCC1=CCCCC1)c1cc(S(=O)(=O)N2CCOCC2)ccc1F	8%	2.1	3%	3%	-3	-4%	-1%	1.6
O=C(CCCOc1ccc(Cl)cc1)Nc1nncs1	-4%	-2.0	9%	6%	1	-2%	-8%	-4.0
O=C(C1CCCCC1)N1CCCc2ccccc21	-3%	0.5	6%	-2%	3	3%	-2%	1.8
CC(=O)NC(c1ccc([N+](=O)[O-])cc1)c1c(O)ccc2ccccc12 (stereo not drawn)	-11%	-6.6	3%	-4%	1	-13%	-12%	-0.7
COc1cccc(CN(C(=O)c2ccco2)C(C(=O)NC2CCCC2)c2cccnc2)c1 (stereo not drawn)	3%	-0.6	-6%	-2%	-9	-6%	-3%	-0.4
O=C(NCc1ccc(Cl)cc1)c1cccc(NC(=O)c2ccccc2)c1	-1%	0.9	14%	15%	0	-7%	-5%	-0.7
Cc1ccc2cc(CN(C(=O)c3cccs3)c3ccccc3)c(=O)[nH]c2c1	-18%	-0.3	0%	-16%	1	4%	?	-4.9
O=C(/C=C/c1ccc([N+](=O)[O-])cc1)NCCSCc1ccco1	-9%	-0.2	-2%	8%	-13	-17%	-4%	-0.1
Cc1ccc(Cn2ccc(NC(=O)c3noc4c3CCc3ccccc3-4)n2)cc1	-17%	1.8	0%	0%	4	-1%	-6%	-0.8
Cc1ccc(NC(=O)CS(=O)CC(=O)N2CCN(c3ccccc3)CC2)cc1 (stereo not drawn)	26%	-1.6	12%	-5%	-20	-1%	-21%	-2.5
Cc1ccc(OCCN(C)C(=O)C2CCC(=O)N(Cc3ccccc3F)C2)cc1 (stereo not drawn)	5%	0.1	7%	-14%	-3	-2%	5%	1.6
O=P1(c2ccccc2)C=Cn2c1cc1c2CCCC1 (stereo not drawn)	6%	1.4	5%	-3%	.	2%	0%	-1.1
COc1ccc2c(c1)c1nnc(SCC(=O)Nc3ccccc3F)nc1n2C	-15%	-1.0	-3%	11%	4	1%	-6%	0.7
CN(C)c1ccc(N=Cc2nc(-c3ccccc3)oc2OC(=O)c2ccccc2)cc1	35%	-1.3	15%	3%	-7	13%	2%	0.2
COC(=O)[C@@]1(Cc2ccc(F)cc2)[C@H]2c3cc(C(=O)N(C)C)n(Cc4cc(C)n(C)n4)c3C[C@H]2CN1C(=O)c1ccccc1	-4%	0.4	-4%	-1%	3	0%	5%	-0.5
COc1c2c(c(OC)c3ccccc13)[C@@]1(OC2)O[C@H](CCO)C[C@H](O)[C@H]1O	11%	-0.8	1%	-8%	-2	8%	2%	-1.8
COc1ccc2c(C)c(CC(=O)N3C[C@H]4C[C@@H](C3)c3cccc(=O)n3C4)c(=O)oc2c1OC	7%	0.5	-2%	-24%	-10	4%	-4%	1.1
CC(C)NC(=O)N(C)C[C@H]1OCCCC[C@H](C)Oc2ccc(NS(=O)(=O)c3ccccc3)cc2C(=O)N([C@H](C)CO)C[C@H]1C	-5%	0.2	10%	3%	-3	-6%	-2%	1.0
C/C(=N\NC(=O)c1nnn(-c2nonc2N)c1-c1cccs1)c1cccnc1	-14%	-1.5	8%	-6%	-3	5%	-6%	-2.4
O=C(COC(=O)c1ccccc1Br)NC1CCCCCCC1	-5%	1.3	9%	-1%	4	-2%	-6%	1.8
CC(NC(=O)CSc1nnnn1C1CC1)c1ccccc1Br (stereo not drawn)	-10%	-2.6	0%	-5%	-6	18%	-4%	2.7
COc1cc(CNC2CCCC2)cc(Cl)c1OCc1ccccc1Cl	-4%	-2.6	3%	5%	.	-12%	-2%	-4.3
N#Cc1c(-c2ccncc2)cc(-c2ccc(F)cc2)nc1N	-25%	0.0	13%	3%	1	-5%	-2%	-4.3
Fc1ccc(CSc2nncn2NCc2ccccc2)cc1	14%	-0.3	6%	0%	4	13%	-1%	-1.0
Cc1nn(CC(=O)NC(C)c2ccccc2)c(C)c1[N+](=O)[O-] (stereo not drawn)	-8%	-0.4	5%	2%	-5	0%	-4%	-1.4
COc1cc(NC(=O)Nc2nnc([C@@H]3C[C@H](O)[C@@H](CO)O3)s2)cc(OC)c1OC	31%	-0.7	5%	3%	-2	-7%	2%	-0.4
COC(=O)C1CCN(C2CN(Cc3ccc(C)cc3)S(=O)(=O)C2)CC1 (stereo not drawn)	-8%	0.4	5%	-5%	1	-3%	-6%	0.8
Cc1ccc(S(=O)(=O)C2C(=O)N(C)C3(C)CC2c2ccccc2O3)cc1C (stereo not drawn)	3%	-3.6	-5%	-2%	0	4%	-8%	-2.0
O=c1[nH]c(SCc2cccc(F)c2)nc2ccccc12	-4%	0.1	11%	10%	0	-1%	-14%	2.4
COc1ccccc1NS(=O)(=O)c1cc([N+](=O)[O-])ccc1N/N=C/c1c[nH]c2ccccc12	9%	0.7	9%	2%	-1	-7%	13%	-1.8
Cc1ccc(/C=N/n2c(C)cc(C)c(C#N)c2=O)o1	9%	-0.1	1%	-2%	1	-3%	-5%	0.1
COc1cc(/C=N\Nc2cc(=O)n(C)c(=O)n2C)ccc1O	-1%	2.2	1%	0%	7	-9%	-2%	-2.2
CSc1ccccc1NC(=O)c1cc(-c2cccs2)on1	9%	-0.6	-7%	-2%	.	-1%	-17%	-2.8
CC(=O)NCC(=O)NNC1CC(=O)N(c2cccc(Cl)c2)C1=O (stereo not drawn)	3%	1.2	0%	-3%	2	0%	4%	-1.6
O=C(NCc1ccc(F)cc1)C(=O)NCC1OCCN1C(=O)c1ccc(Cl)cc1 (stereo not drawn)	-3%	-13	5%	5%	3	-3%	6%	-2.6
CCOC(=O)c1cc(C(=O)c2cc(F)ccc2O)coc1=N	-11%	-3.4	-4%	-10%	-3	7%[57.1 µM]	-5%	0.0
COc1cccc(NC(=O)CN(C)CC(=O)Nc2cccc(C(F)(F)F)c2)c1	0%	2.2	9%	2%	10	7%	-7%	-0.1
COc1cccc(NC(=O)Nc2ccccc2Br)c1	-21%	-3.0	3%	-3%	0	-13%	-14%	-2.3
COc1ccc(-c2coc3cc(O)cc(O)c3c2=O)cc1OC	-14%	0.0	3%	8%	-11	0%	1%	0.9
COc1ccc(-c2cn3cccc(C)c3n2)cc1Br	13%	-3.9	-4%	5%	-6	-31%[57.1 µM]	-4%	-0.1
O=C1Cc2cccc(=O)c(O)c2C(=O)O1	-4%	0.1	13%	6%	-26	-20%	?	-2.4
O=C(CCC(=O)N1CCOCC1)NCc1cccc(C(F)(F)F)c1	-5%	-1.5	1%	8%	9	9%	-3%	0.2
COc1ccc(NC(=O)CC2SC(=NCC3CCCO3)NC2=O)c([N+](=O)[O-])c1 (stereo not drawn)	1%	-2.9	-1%	-7%	3	3%	-4%	0.7
CCOc1ccc(CCNC(=O)C(O)c2ccccc2)cc1 (stereo not drawn)	-8%	-2.5	-1%	-3%	13	6%	-9%	-0.6
CSc1nc(-c2ccc(Cl)cc2)nn1S(=O)(=O)c1ccc(Cl)cc1	0%	-0.5	-15%	3%	9	0%	-12%	-1.3
Fc1cccc(Cc2c(-c3ccc(Cl)cc3)nc3c(Cl)cc(C(F)(F)F)cn23)c1	12%	0.3	6%	7%	-1	7%	-8%	0.1
COc1cccc(C(=O)Nc2nnc(CCS(=O)(=O)c3ccc(C)cc3)s2)c1	11%	-0.3	17%	-2%	5	-26%	5%	-2.7
CCCCN(C(=O)c1cc(S(=O)(=O)N2CCCCCC2)ccc1OC)c1c(N)n(CCC)c(=O)[nH]c1=O	-10%	0.6	0%	-29%	3	-7%	-5%	-0.5
C=CC[n+]1c(-c2ccc(OC)c(OC)c2)csc1NNC(=O)Nc1ccccc1	-14%	-3.2	22%	9%	.	-13%	1%	-4.4
N#Cc1c(SCC(=O)Nc2nccs2)sc2c(O)cc(=O)[nH]c12	?	-1.1	-5%	-4%	-94*	56µM*	?	0.0
Cc1nn(Cc2c(Cl)cccc2Cl)c(C)c1NC(=O)c1cc(C(C)C)on1	-14%	-0.2	-4%	-24%	2	6%	3%	-2.3
COc1ccc(C(CCN2CCCC(C)C2)c2c(OC)cc(OC)c3c(C)cc(=O)oc23)cc1 (stereo not drawn)	1%	0.2	0%	-4%	0	8%	-6%	-0.2
COc1cccc2c1cc1c(=O)n(CC(=O)NCCCc3ccccc3)nc(C)n12	0%	-0.8	7%	12%	1	-8%	-2%	-0.1
Cc1ccc(C)c(N2CCN(C(=O)CSc3ccsc3[N+](=O)[O-])CC2)c1	-9%	0.7	0%	-9%	?	-11%	-22%	-4.4
N#Cc1ccc(CSc2ccc(S(=O)(=O)N3CCCCCC3)cn2)cc1	2%	-2.9	2%	13%	-2	1%	-2%	-4.5
O=C(OCc1cccc([N+](=O)[O-])c1)c1cccnc1	3%	-2.4	9%	2%	-7	-10%	-4%	-0.1
COC(=O)c1cc(COC(=O)COc2ccc(C)c(C)c2)oc1C	29%	0.1	12%	8%	7	4%	1%	-0.4

3 of these compounds in a different format:
Second line of a record: EPAC1 antagonist, CCT modulator, EPAC2 agonist, EPAC1 ag, PI5P4Ka inh, WRN inhibitor, PLK1 PBD block, IL2 activator
COc1cccc(C(=O)Nc2nnc(CCS(=O)(=O)c3ccc(C)cc3)s2)c1
 : 11%, -0.3, 17%, -2%, 5, -26%, 5%, -2.7
CCCCN(C(=O)c1cc(S(=O)(=O)N2CCCCCC2)ccc1OC)c1c(N)n(CCC)c(=O)[nH]c1=O
 : -10%, 0.6, 0%, -29%, 3, -7%, -5%, -0.5
C=CC[n+]1c(-c2ccc(OC)c(OC)c2)csc1NNC(=O)Nc1ccccc1
 : -14%, -3.2, 22%, 9%, ., -13%, 1%, -4.4

An excerpt from above, reduced to EPAC1 antagonist and EPAC1 ag.
| Structure | EPAC1 antagonist | EPAC1 ag |
| --- | --- | --- |
| C=CC[n+]1c(-c2ccc(OC)c(OC)c2)csc1NNC(=O)Nc1ccccc1 | -14% | 9% |
| N#Cc1c(SCC(=O)Nc2nccs2)sc2c(O)cc(=O)[nH]c12 | ? | -4% |
| Cc1nn(Cc2c(Cl)cccc2Cl)c(C)c1NC(=O)c1cc(C(C)C)on1 | -14% | -24% |
